PME-1 primary: PME-1 inhibitors via competitive probe labeling, primary screen, biochemical, fluorescence polarization, FP-Rh probe, HTS | inhibition, % at 5.9 µM | Protein phosphatase methylesterase 1 (Homo sapiens), Q9Y570 | recombinant PME-1 | AID 2130, 2009 | hit rate 0.53% among 320,000;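 active means inhibition above the campaign mean of all compounds plus 3 SD, cut at about 26% in these data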;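 further: competitive labeling of PME-1 active site by serine hydrolase directed probe; 0% = PME-1 with DMSO and 100% = wells lacking PME-1 enzyme; inhibitors block probe labeling so polarization falls and inhibition rises; many of its hits are not listed in these tables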
Fam108B counter: mouse Fam108B serine hydrolase inhibitors, primary screen, counter-screen for RBBP9 inhibitor project, biochemical, fluorescence polarization; hit rate 0.33% among 300,000; inhibition, % at 9.51 µM; recombinant Fam108B, FP-Rh probe fluorescence polarization; AID 1947, 2009;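 active means inhibition above the screen mean inhibition plus 3 SD, computed separately per campaign, cut at about 18% in these data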;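 further: inhibitors lower polarization as less probe binds the enzyme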
GLD-1 RNA inh: GLD-1/TGE RNA complex disruptors, primary screen, biochemical, fluorescence polarization; purified GLD-1 + fluorescein TGE RNA; Female germline-specific tumor suppressor gld-1 (Caenorhabditis elegans), Q17339; inhibition, % at 5.96 µM; hit rate 0.44% among 320,000; AID 2280, 2010;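 active means percent inhibition above a per-plate cutoff, the plate mean of test compounds plus 3 SD, cut at about 30% in these data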;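 further: 0% = DMSO wells with GLD-1 and probe and 100% = wells lacking GLD-1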
Target sequence (Q17339 whole entry, looked up): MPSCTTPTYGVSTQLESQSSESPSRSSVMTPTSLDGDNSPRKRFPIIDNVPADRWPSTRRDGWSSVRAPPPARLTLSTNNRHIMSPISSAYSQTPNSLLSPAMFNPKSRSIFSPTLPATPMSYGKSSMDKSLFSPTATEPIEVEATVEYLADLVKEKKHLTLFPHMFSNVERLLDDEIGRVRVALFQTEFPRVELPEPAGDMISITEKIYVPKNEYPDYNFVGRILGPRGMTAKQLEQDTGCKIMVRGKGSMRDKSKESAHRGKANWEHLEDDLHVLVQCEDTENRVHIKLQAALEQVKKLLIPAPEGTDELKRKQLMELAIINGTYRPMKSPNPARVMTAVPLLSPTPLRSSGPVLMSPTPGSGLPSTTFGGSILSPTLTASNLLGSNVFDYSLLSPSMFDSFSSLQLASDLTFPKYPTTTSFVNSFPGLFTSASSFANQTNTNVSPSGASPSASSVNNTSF
PAD4 inh: human PAD4 inhibitors, primary screen, biochemical, fluorescence polarization, 1536-well format | Protein-arginine deiminase type-4 (Homo sapiens), Q9UM07 | recombinant PAD4, RCA probe fluorescence polarization | inhibition, % at 6.36 µM | hit rate 0.41% among 330,000 | AID 485272, 2010;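 active means percent inhibition above a cutoff equal to the mean of all tested compounds plus 3 SD, cut at about 15% in these data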;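 further: 0% = PAD4 with RCA probe and DMSO and 100% = probe without PAD4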
GSTO1 inh: inhibitors of recombinant GSTO1, primary screen, counter-screen for RBBP9 inhibitor project, biochemical, fluorescence polarization; hit rate 1.1% among 300,000; inhibition, % at 5.96 µM; Glutathione S-transferase omega-1 (Homo sapiens), P78417; activity-based probe fluorescence polarization;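 active means inhibition above the campaign mean inhibition plus 3 SD, cut at about 35% in these data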;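 further: 0% = GSTO1-1 with DMSO and 100% = wells lacking GSTO1-1 enzyme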
Target sequence (P78417 whole entry, looked up): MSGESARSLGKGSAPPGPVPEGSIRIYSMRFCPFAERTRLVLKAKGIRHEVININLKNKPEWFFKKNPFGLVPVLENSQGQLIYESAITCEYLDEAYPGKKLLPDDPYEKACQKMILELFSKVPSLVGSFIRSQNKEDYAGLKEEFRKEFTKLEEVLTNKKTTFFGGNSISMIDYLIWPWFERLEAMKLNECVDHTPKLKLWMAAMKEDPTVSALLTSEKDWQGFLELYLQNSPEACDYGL
BCLXL inh: inhibitors of human Bcl-xL, primary screen, biochemical, fluorescence polarization, HTS; Bcl-2-like protein 1 (Homo sapiens), Q07817; GST-Bcl-xL / FITC-Bim BH3 peptide fluorescence polarization; inhibition, % at 10.9 µM; hit rate 0.7% among 320,000;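 active means inhibition above the mean of all tested compounds plus 3 SD, cutoff set per campaign, cut at about 30% in these data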;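 further: 0% = DMSO wells and 100% = unlabeled Bim-BH3 peptide competitor; inhibitors lower millipolarization by displacing the labeled peptide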
Target sequence (Q07817 whole entry, looked up): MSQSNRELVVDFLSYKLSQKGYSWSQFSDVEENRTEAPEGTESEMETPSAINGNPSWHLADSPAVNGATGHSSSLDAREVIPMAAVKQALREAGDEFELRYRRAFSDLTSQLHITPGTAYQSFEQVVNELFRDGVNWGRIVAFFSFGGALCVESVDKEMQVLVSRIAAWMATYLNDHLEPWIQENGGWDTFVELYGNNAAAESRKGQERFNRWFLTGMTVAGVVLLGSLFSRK
MEX-5 binding: MEX-5 zinc finger RNA-binding disruptors – biochemical, C. elegans, fluorescence polarization, MLPCN library, primary screen; Zinc finger protein mex-5 (Caenorhabditis elegans), Q9XUB2; MEX-5/FITC-TCR2 RNA binding; hits give low values; activity score (negative = inhibition of binding), % at 10 µM; hit rate 0.38% among 300,000; AID 1832, 2009;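 active means inhibition past about -25% in most replicates, and total fluorescence under double the plate's negative control median, limit read from the data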;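 further: 0% = DMSO and -100% = 5 µM competing unlabeled TCR2 RNA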
TPT1 inhibitor: Candida albicans TPT1 enzyme inhibitors, primary screen, biochemical, fluorescence polarization; tRNA 2'-phosphotransferase TPT1 (Candida albicans SC5314); recombinant caTPT1, FP RNA substrate dephosphorylation; inhibition, % at 5 µM; hit rate 0.81% among 300,000; AID 1962, 2009;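 active means inhibition above the mean of all tested compounds plus 3 SD, set per screening campaign, cut at about 24% in these data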;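 further: plate controls were DMSO alone for no effect and ferristatin control at 100 nM for full effect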
MCL1 BIM primary: inhibitors of MCL1 binding to BIM-BH3, primary screen, biochemical, fluorescence polarization | GST-MCL1 / FITC-Bim-BH3 fluorescence polarization | inhibition, % at 10.9 µM | hit rate 0.68% among 320,000;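 active means inhibition above the mean inhibition of all tested compounds plus 3 SD, set per campaign, cut at about 40% in these data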;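 further: 0% = DMSO wells and 100% = unlabeled Bim-BH3 peptide control; higher means more loss of mP so more displacement of Bim peptide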
* = called active by the depositor; · = not tested or not shown. Only part of the results is shown; rates above refer to the full screens.

SMILES	PME-1 primary	Fam108B counter	GLD-1 RNA inh	PAD4 inh	GSTO1 inh	BCLXL inh	MEX-5 binding	TPT1 inhibitor	MCL1 BIM primary
Cn1cc(CN2CCCC(C(=O)c3nccn3C)C2)c(-c2cccc(Cl)c2)n1 (configuration not stated)	0.0	-2.8	-0.3	-2.8	1.0	1.0	1.9	-2.2	0.9
Cc1ccccc1OCC(=O)OCC(=O)Nc1ccc(N2CCOCC2)cc1	-2.8	-1.6	1.6	-3.1	6.5	1.9	2.7	0.7	-0.7
O=C(O)C1CCC(CNCc2ccccc2Cl)CC1 (configuration not stated)	-6.0	-0.3	7.0	-1.1	1.4	8.8	-2.2	-5.7	5.4
Cc1nn(-c2ccccc2)nc1C(=O)NN	-16.6	-2.2	3.4	-0.3	6.7	3.1	-2.7	-0.9	0.8
O=C(CN1CCN(c2ccccn2)CC1)Nc1cccc(Cl)c1Cl	-7.1	1.2	1.1	-2.3	-0.6	4.9	-1.6	-1.4	0.7
Cc1cc(=O)n(C(C)(C)C)c(=O)n1Cc1ccccc1	0.6	-2.1	-14.9	-2.9	1.0	-9.4	0.3	9.3	-12.8
COc1cc(C(=O)Nc2sc3c(c2C(=O)O)CCC(C)C3)cc(OC)c1OC (configuration not stated)	-3.5	3.0	-1.6	-1.3	1.6	3.0	-3.4	2.0	3.2
O=C(COC(=O)CNC(=O)c1ccccc1Cl)Nc1ncc(C(F)(F)F)cc1Cl	3.3	1.6	5.2	-1.4	1.6	8.7	-1.1	1.7	14.2
CCOC(=O)c1ccc(-n2c(C)nc3ccccc3c2=O)cc1	0.8	-2.2	-7.5	-0.4	8.9	1.1	-0.6	3.8	-0.9
CCN=C1SC(CC(=O)Nc2ccc(N3CCOCC3)cc2)C(=O)N1CC (configuration not stated)	-8.3	-2.2	2.7	-6.4	9.2	7.8	-1.0	-2.4	9.7
CC(=O)NC1C(Oc2ccccc2C)OC2COC(c3ccco3)OC2C1O (configuration not stated)	-7.0	1.1	14.2	-5.1	3.2	3.3	0.7	2.0	2.0
Cc1cccc(N2CCN(C(=O)n3ccnc3)CC2)c1C	-6.0	2.8	2.0	-0.9	-1.6	4.6	2.1	-1.2	1.9
COC(=O)c1ccccc1NC(=O)Cc1nc(-c2ccccc2)sc1-c1ccc(C)cc1	1.0	2.6	-2.0	-0.7	-8.9	4.0	4.7	1.1	-0.1
CC(C)(CNC(=O)c1cc(Cl)c(O)c(Cl)c1)N1CCCCC1	1.0	1.0	-3.6	-2.8	-3.6	1.2	0.9	-1.2	7.4
Oc1c(Cl)cc(Cl)cc1/C=N/Nc1ncc(Br)cn1	-2.6	4.6	-4.5	-2.9	2.2	-2.3	-1.4	-4.8	1.9

Random excerpt: 2 entries already listed.
SMILES	PME-1 primary	Fam108B counter	GLD-1 RNA inh	PAD4 inh	GSTO1 inh	BCLXL inh	MEX-5 binding	TPT1 inhibitor	MCL1 BIM primary
O=C(CN1CCN(c2ccccn2)CC1)Nc1cccc(Cl)c1Cl	-7.1	1.2	1.1	-2.3	-0.6	4.9	-1.6	-1.4	0.7
CCN=C1SC(CC(=O)Nc2ccc(N3CCOCC3)cc2)C(=O)N1CC (configuration not stated)	-8.3	-2.2	2.7	-6.4	9.2	7.8	-1.0	-2.4	9.7

The list continues:
SMILES	PME-1 primary	Fam108B counter	GLD-1 RNA inh	PAD4 inh	GSTO1 inh	BCLXL inh	MEX-5 binding	TPT1 inhibitor	MCL1 BIM primary
COc1ccc(C(=O)NC2=Nc3ccccc3N=C(C)C2c2ccccc2)cc1 (configuration not stated)	3.9	3.3	2.4	-1.0	2.1	1.2	0.6	-2.5	1.6
COc1ccc(-n2nnnc2SCc2nc3ccccc3s2)cc1	7.0	-0.7	-3.0	-6.2	-4.8	-4.6	-3.9	11.8	-7.3
CC(C)(C)NC(=O)CN(C(=O)c1ccc(CN2CCOCC2)o1)c1ccc2c(c1)OCCO2	3.7	3.4	7.5	-2.3	2.4	-4.8	3.0	2.2	-4.9
O=C(c1cc(COc2ccc(F)cc2Cl)on1)N1CCc2sccc2C1	-3.9	-5.3	2.5	-3.1	2.2	0.0	-0.6	0.0	-7.2
CCN(CC)CCCN1C(=O)C(O)=C(C(=O)c2ccc(C)o2)C1c1ccc(C)o1 (configuration not stated)	-8.0	-5.2	7.3	0.9	10.5	5.4	-0.3	2.7	2.5
C=C(C)CSc1nc(N)c(C#N)c(-c2ccc(C)cc2)c1C#N	2.9	-4.9	7.6	1.4	3.5	0.0	2.1	0.1	-9.9
Cc1cc(N2CCOCC2)n2ncc(-c3ccccc3)c2n1	2.6	1.2	5.7	1.4	8.0	-1.3	-0.3	3.9	-9.3
O=C(Nc1ccccc1OC(F)F)c1cc2c(s1)CCC2	4.1	-2.7	4.0	3.5	-2.5	0.0	1.8	3.7	-15.7
Cc1ccc(OCC(=O)N(Cc2ccco2)C2CCS(=O)(=O)C2)cc1C (configuration not stated)	-3.4	3.2	1.4	2.4	4.7	4.0	-1.1	-2.9	-1.4
O=C(c1cc(-c2ccc(O)cc2)on1)N1CCCC1	-2.8	4.1	-1.8	2.5	-1.2	7.1	-1.4	-2.5	3.8
O=C(Cn1cnc2ccccc21)N1CCc2ccccc21	3.0	1.0	-4.0	-2.9	12.2	-2.7	0.6	0.0	-2.6
CC1CN(C(=S)NC(=O)c2ccco2)CC(C)O1 (configuration not stated)	3.0	-3.9	-2.1	-1.2	4.5	9.8	-0.6	0.6	10.8
C=CCOc1c(CNc2ncn[nH]2)cccc1OC	-5.1	-5.7	2.7	-1.5	-0.7	1.9	3.8	-1.1	-4.2
N#Cc1ccc(-c2csc(NC(=O)c3ccc(N4C(=O)CCC4=O)cc3)n2)cc1	8.6	1.1	3.9	-3.7	-7.3	4.5	0.7	0.9	1.8
O=C(NCCCn1ccnc1)C(=O)c1cn(CC(=O)N2CCCCCC2)c2ccccc12	4.3	0.6	6.2	-1.0	7.0	1.3	·	-2.2	4.0
O=C(NCC(c1ccco1)N1CCCC1)c1cc(S(=O)(=O)N2CCOCC2)ccc1Cl (configuration not stated)	0.4	·	6.4	5.0	·	0.7	·	·	-0.3
Cc1cccc(CN2C(=O)[C@@H]3Cc4c([nH]c5ccccc45)C(C)(C)N3C2=O)c1	0.8	-0.4	0.8	4.8	-0.5	-0.1	1.4	-0.1	3.3
O=C(CN1C(=O)NC(c2ccccc2)(c2ccccc2)C1=O)NCCNCCO	-3.8	-0.8	6.4	2.8	1.1	-1.1	2.4	-0.1	-4.9
N#Cc1ccc(CSc2ncccn2)cc1	-3.4	5.2	-3.1	1.7	5.0	-0.8	-1.1	-3.8	6.0
CCOC(=O)c1c(-c2cccc(C)c2)csc1NC(=O)C1CC=CCC1C(=O)O (configuration not stated)	-2.8	-6.7	-8.5	-10.4	-4.1	-13.7	3.1	-1.5	-12.1
Cc1ccc(N(CC(=O)NC(C)C)C(=O)CCC(=O)Nc2ccccn2)cc1	-0.7	-5.1	6.3	-0.9	9.1	9.0	1.3	2.7	8.7
Cc1ccc2nc(C)cc(C(=O)Nc3nccs3)c2c1	10.9	-1.0	-3.6	-2.7	7.4	-13.1	-1.1	1.1	1.4
CCC/C(=N\NC(=O)c1cccc(C)c1)c1ccccc1	-13.5	-1.5	1.5	0.4	0.5	-1.8	-0.2	0.6	11.6
Cc1ccc(N2C(=O)CC(N3CCSCC3)C2=O)c(C)c1 (configuration not stated)	-4.1	2.5	3.0	-6.0	6.1	-6.6	2.8	3.2	-5.8
COC(=O)c1cc(N2C(=O)C3C4C=CC(CC4)C3C2=O)ccc1Cl (configuration not stated)	-37.2	-1.8	2.4	-0.5	-6.3	1.9	-0.7	-1.0	6.7
COc1cc(C)nc(SCC(N)=O)n1	-1.7	-1.7	-1.5	-3.5	5.0	-8.4	-1.7	3.2	-10.2
O=C(NCc1ccco1)/C(=C/c1ccc(C(F)(F)F)cc1)c1nc2ccccc2[nH]1	-5.7	-4.6	-3.0	-0.2	-0.5	1.6	-4.5	6.2	2.0
Cc1cc(C)nc(SCCC(=O)Nc2cccc3ccccc23)n1	-1.0	-0.8	3.1	-2.4	4.8	4.8	-1.5	0.3	2.5
C=CCC1c2cccc(C(=O)O)c2C(=O)N1c1cccc(OC)c1 (configuration not stated)	0.3	-0.4	0.2	-8.3	-1.9	8.4	0.4	-1.9	5.2
CCN(CC)CC(=O)Nc1cc(N(C)C)nc2ccccc12	-1.8	-1.9	-1.2	3.2	-4.3	4.1	-3.5	2.2	-1.8
Cc1cc(C)c(NC(=O)NC2CCCCC2)c(C)c1	-5.1	7.5	2.6	-6.7	2.9	-1.5	-1.9	-1.1	-6.2
COc1ccc(N2CCN(C(C)C(=O)N3CCc4ccccc43)CC2)cc1 (configuration not stated)	7.0	-3.4	-1.5	-5.0	3.9	0.5	-2.1	-2.0	-11.3
CC(=O)N1CCN(CC(=O)NC(=O)Nc2ccc3c(c2)OCCO3)CC1	-1.2	1.8	8.5	-1.3	-1.4	0.9	-2.1	0.1	-0.2
CC1CCCCC12NC(=O)N(CC(=O)NC1CCCc3ccccc31)C2=O (configuration not stated)	-3.2	1.0	-0.5	-4.3	1.2	3.1	1.5	-0.6	0.1
Cc1nc2ccccn2c1C(=O)N=Nc1c(O)[nH]c2ccccc12	3.4	-5.0	-3.6	-0.4	1.7	1.3	-0.8	-4.3	-5.3
Cc1ccc(S(=O)(=O)N2[C@@H](c3ccccc3)C(C(=O)O)=CC[C@H]2c2ccc(Cl)c(Cl)c2)cc1	6.8	-5.0	8.0	0.2	-165.3	12.1	·	-2.8	13.4
O=C(NCCN1CCN(C(=O)c2cccs2)CC1)C(=O)Nc1ccc(Br)cc1	-5.2	-6.7	-5.9	-9.2	-10.0	-15.5	2.8	0.7	-19.4
COc1ccc(CNC(=O)C(NS(=O)(=O)c2cccc3nsnc23)C(C)C)cc1 (configuration not stated)	4.0	7.1	0.5	0.2	-4.1	5.9	-0.6	-0.6	2.9
Cc1ncc([N+](=O)[O-])n1CC(=O)Nc1cc(Cl)ccc1Cl	-1.4	1.1	9.3	-0.1	-7.6	4.1	2.5	1.9	0.6
COc1ccc(OCCCC(=O)NCCc2nc3ccccc3[nH]2)cc1	-3.1	-2.4	-11.0	-5.7	-0.8	-3.0	-1.3	10.6	2.6
O=C(NC(NCc1ccccn1)(C(F)(F)F)C(F)(F)F)c1ccco1	4.3	-1.4	1.0	-1.9	0.1	2.8	-3.2	3.1	6.9
COc1ccc2cc(S(=O)(=O)NCCCN3CCOCC3)ccc2c1	4.2	6.7	-1.4	2.4	16.0	7.4	-0.5	-4.8	10.4
CCc1ccc(NC(=O)CCc2ccc(C)o2)cc1	-4.1	-1.0	-1.2	-4.2	12.4	8.1	2.7	-8.5	4.1
CCCCc1nc(C(N)=O)c2[nH]c(=O)n(-c3ccc(OC)c(OC)c3)c2n1	19.5	4.8	17.0	-4.0	-6.9	2.9	-1.1	-1.3	3.0
